# STAT3 inh – inhibitors of IL-6 induced STAT3 signaling; U3A cells, IL-6 STAT3-luciferase reporter, luminescence; host cell line lacks STAT1; inhibition, % at 5.5 µM; actives 0.89% (n = 190,000);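 active = inhibition above the mean inhibition across all screened compounds plus 3 SD, cut at about 44% in these data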;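 note: 0% = DMSO only wells and 100% = 100 µM nifuroxazide control wells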
# STAT1 blocker – reduces IFN-gamma driven STAT1 reporter signal; inhibition, % at 5.5 µM; NIH 3T3 STAT1-luciferase reporter, luminescence; actives 0.35% (n = 200,000);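 active = inhibition above a set limit, the mean inhibition across all tested compounds plus 3 SD, cut at about 34% in these data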;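 note: 0% = IFN-gamma with DMSO and 100% = IFN-gamma with 300 µM nifuroxazide; values of inactives mirror those of a sister screen read the other way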
# TR-FRET SRC-2 ct – counter-screen for PPARgamma SRC-2 recruitment agonists: TR-FRET artefact | hits give high values | TR-FRET ratio at 8 µM | actives 0.4% (n = 200,000) | AID 1049; in the data active = TR-FRET ratio above about 2000; note: inactives centre near 1500
# PPARg SRC1 recr – promotes SRC-1 coactivator recruitment by human PPARgamma. actives 0.41% (n = 200,000). activation, % at 8 µM. PPARgamma-SRC-1 coactivator recruitment biochemical assay. P37231; in the data active = activation above about 19%;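 note: 0% = DMSO and 100% = reference agonist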
# STAT3 act – STAT3 signaling activation. activation (% of control), % at 5.6 µM. actives 0.91% (n = 190,000). AID 871. U3A cells, IL-6 STAT3-luciferase reporter, luminescence; 100% = signal with IL-6 EC80 alone;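 active = activation above the screen-wide mean of compound activation plus 3 SD, cut at about 130% in these data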;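 note: 0% = background luminescence of wells with medium and substrate only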
#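 Detection: reporter luminescence signal / Assay system: STAT1-lacking human U3A cells, STAT3 luciferase reporter / Incubation: compound pre-incubation 1 h before IL-6, then 6 h stimulation at 37 °C / Control set: IL-6-only high control / Read-out: % activation relative to IL-6 control / Probe or stimulus: Interleukin-6, 33 ng/mL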
# PPARg SRC3 recr – PPARgamma-driven SRC-3 recruitment agonism; P37231; biochemical PPARgamma/SRC-3 coactivator recruitment assay; activation, % at 8 µM; actives 0.26% (n = 200,000); in the data active = activation above about 23%;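 note: 0% = DMSO and 100% = reference agonist; some compounds past the cut are filed as inactive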
# TLR4 MyD88 comp – TLR4-MyD88 interaction inhibition in cells. O00206+Q99836. HeLa CL3-4 TLR4/MyD88 BLA complementation, FRET ratio. inhibition, % at 8.4 µM. actives 0.18% (n = 200,000); in the data active = inhibition above about 25%;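 note: 0% = vehicle and 100% = reference inhibitor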
# Target sequence (O00206 whole entry, looked up): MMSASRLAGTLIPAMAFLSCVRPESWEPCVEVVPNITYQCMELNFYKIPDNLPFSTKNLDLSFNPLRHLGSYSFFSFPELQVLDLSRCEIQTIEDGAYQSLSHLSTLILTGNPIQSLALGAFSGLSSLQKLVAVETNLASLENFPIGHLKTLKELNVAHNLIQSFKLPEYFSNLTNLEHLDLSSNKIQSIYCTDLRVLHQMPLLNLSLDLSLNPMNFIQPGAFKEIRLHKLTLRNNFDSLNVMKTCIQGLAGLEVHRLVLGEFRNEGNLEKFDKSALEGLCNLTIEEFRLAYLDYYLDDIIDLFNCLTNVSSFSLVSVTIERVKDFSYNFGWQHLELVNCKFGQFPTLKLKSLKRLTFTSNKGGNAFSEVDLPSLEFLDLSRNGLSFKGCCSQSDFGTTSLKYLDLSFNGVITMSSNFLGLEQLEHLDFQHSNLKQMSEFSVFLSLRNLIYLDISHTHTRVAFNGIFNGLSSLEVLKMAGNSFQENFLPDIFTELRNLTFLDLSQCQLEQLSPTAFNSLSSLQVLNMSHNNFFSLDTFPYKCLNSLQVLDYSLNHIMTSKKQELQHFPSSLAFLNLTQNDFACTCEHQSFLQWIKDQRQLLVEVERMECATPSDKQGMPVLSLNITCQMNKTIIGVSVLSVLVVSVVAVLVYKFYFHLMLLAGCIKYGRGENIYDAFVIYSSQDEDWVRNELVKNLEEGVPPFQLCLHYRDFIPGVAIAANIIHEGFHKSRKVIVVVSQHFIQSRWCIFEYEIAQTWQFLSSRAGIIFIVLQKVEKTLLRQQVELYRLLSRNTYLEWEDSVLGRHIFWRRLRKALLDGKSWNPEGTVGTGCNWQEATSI
# Target sequence (Q99836 whole entry, looked up): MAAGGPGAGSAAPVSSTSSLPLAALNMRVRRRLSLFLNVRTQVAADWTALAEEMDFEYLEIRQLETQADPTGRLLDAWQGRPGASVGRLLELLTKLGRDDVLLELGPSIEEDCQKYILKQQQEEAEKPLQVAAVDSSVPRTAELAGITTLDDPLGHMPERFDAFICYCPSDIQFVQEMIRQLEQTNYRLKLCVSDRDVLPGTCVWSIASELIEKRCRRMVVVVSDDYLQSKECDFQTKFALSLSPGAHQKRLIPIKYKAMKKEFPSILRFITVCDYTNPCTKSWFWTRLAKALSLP
# ROMK mod – modulates human ROMK potassium channel activity; P48048; Tet-inducible ROMK, thallium flux fluorescence; actives lie on both sides; actives 2% (n = 130,000); AID 1918; B-score at 10 µM;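 active = signal ratio slope over the read window, or its plate-corrected B-score, at least 3 SD from the plate mean, either direction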;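 note: B-score of the F/F0 ratio slope over 7 to 12 s after thallium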
# RAM inhibit – yeast RAM network inhibition. actives 1.8% (n = 190,000). inhibition, % at 50 µM. S. cerevisiae dse1pr::URA3 reporter, 5-FOA growth OD615, 2 d; analog-sensitive cbk1-as2 kinase mutant strain. AID 868;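 active = inhibition above a set limit, 3 SD over mean compound inhibition, cut at about 8.4% in these data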;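 note: 0% = DMSO-only wells with no growth and 100% = 10 µM 1-NA-PP1 full growth; inhibition rescues growth on 5-FOA so higher OD means more RAM inhibition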
# S1P3 antag – S1P3 (human) receptor antagonism; Q99500; CHO S1P3 NFAT-BLA reporter, FRET fluorescence, antagonist mode; inhibition, % at 4.98 µM; actives 0.27% (n = 170,000); AID 485;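 active = inhibition above the plate cutoff, the mean inhibition of test wells on that plate plus 3 SD, cut at about 28% in these data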;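 note: cells challenged with S1P at its EC80 of 0.8 µM; blue over green emission ratio from cleaved BLA substrate after 4 h stimulation; 0% = S1P-stimulated wells and 100% = unstimulated DMSO-only wells; some compounds past the cut are filed as inactive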
# PPARg SRC2 recr – promotes SRC-2 coactivator recruitment by human PPARgamma. P37231. PPARgamma LBD-SRC-2 recruitment, biochemical. activation, % at 8 µM. actives 0.34% (n = 200,000). AID 1032; in the data active = activation above about 22%;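 note: 0% = vehicle and 100% = reference agonist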
# The depositor's hits bear a star; · = no result given.
SMILES,STAT3 inh,STAT1 blocker,TR-FRET SRC-2 ct,PPARg SRC1 recr,STAT3 act,PPARg SRC3 recr,TLR4 MyD88 comp,ROMK mod,RAM inhibit,S1P3 antag,PPARg SRC2 recr
Cc1ccc(CNC(=O)Cn2ccc3ccccc3c2=O)o1,7,1,1401,2,97,-10,-6,·,3.5,-9,1
O=C(NC1CCCC1)C1CCCN(S(=O)(=O)c2ccc(-n3cnnn3)cc2)C1 (stereo unspecified),5,3,1629,7,102,3,-4,·,5.3,-26,7
CC(CCn1cccn1)NC(=O)c1cc(COc2ccc(F)cc2F)on1 (stereo unspecified),11,7,1564,8,94,-1,4,-0.3,1.5,9,-8
Cc1nc2sc3c(c2c2nc(-c4ccco4)nn12)CCCC3,27,7,1426,13,82,-1,-7,·,1.1,-36,10
CCOc1ncccc1C(=O)OCc1ccc(C(=O)OC)o1,7,-1,1405,-3,99,-6,11,·,-1.5,-3,9
CC1(C)CC(N2CCCC2)=CC(=[N+]2CCCC2)C1,42,27,1723,10,66,4,-5,1.6,1.1,-2,18
CC(C)C(C)NC(=O)CN1C(=O)NC2(CCCc3ccccc32)C1=O (stereo unspecified),0,-2,1439,8,101,4,-2,0.21,2.1,-1,4
CC(C)NC(=O)CC1C(=O)NCCN1CC(c1ccccc1)c1ccccc1 (stereo unspecified),-3,7,1337,0,107,-1,-1,0.77,-0.9,-10,-7
CCC1(CC)NC(=O)N(CC(=O)Nc2ccc(S(=O)(=O)N3CCOCC3)cc2)C1=O,-4,5,1714,-1,104,2,4,0.35,-0.2,-16,2
CCN1CCN(c2nc(S(=O)(=O)c3ccc(C)cc3)c(Cl)s2)CC1,4,11,1624,-4,100,4,-1,-0.91,1.0,-6,-5
CCOC(=O)c1ccc(N/N=C/c2cc(Br)cc([N+](=O)[O-])c2O)cc1,23,1,1766,1,88,4,4,1.6,0.2,-10,-1
CC(C)(C)C1CCc2c(sc(NC(=O)C3CC=CCC3C(=O)O)c2C#N)C1 (stereo unspecified),-3,4,1495,4,100,-2,3,-3.5*,3.3,-9,1
Cc1onc(-c2ccccc2)c1C(=O)Nc1nc(-c2ccc(F)c(F)c2)cs1,6,-15,1785,4,98,8,0,·,2.0,-4,4
N#CCSc1nnc(-c2ccc3c(c2)OCO3)o1,13,0,1694,14,93,2,-27,0.39,1.4,-20,19
CCOc1ccc(Nc2nc(N)nc(CN(C)C3CCCCC3)n2)cc1,10,-6,1557,4,94,3,-18,-0.91,3.6,6,-4
COc1ccc(/C=N/NC(=O)c2ccn[nH]2)cc1COc1ccc(Cl)cc1,34,-9,1594,5,76,4,-12,0.45,8.3,·,9
CCOC(=O)/C(C#N)=C/c1c(OCC)n(CC)c2ccccc12,0,9,1572,0,99,0,-7,·,4.1,17,0
CSc1nc2ccccc2n1CC(=O)Nc1c(C)n(C)n(-c2ccccc2)c1=O,4,-7,1451,-8,105,-11,9,·,0.5,-1,-6
COc1ccc2nc(Nc3nc(CSc4nc5ccccc5[nH]4)cc(=O)[nH]3)nc(C)c2c1,31,-2,1555,1,74,1,3,-0.63,3.6,-5,4
CNC(=O)NC(=O)C(C)OC(=O)CCCSc1nc2ccccc2s1 (stereo unspecified),-7,7,1442,-5,106,2,-9,-0.0032,-1.1,-7,2
CCOC(=O)/C(C#N)=C/c1cn(CCC(=O)O)nc1-c1ccc(F)cc1,1,-1,1654,8,104,2,11,0.3,0.5,4,5
Cc1ccc(NC(=S)N(Cc2ccc(Cl)cc2)Cc2ccc(C(=O)O)cc2)cc1Cl,-9,3,1444,7,109,-3,-8,0.7,3.9,-13,0
CCN1C(=O)N(c2cccc3ccccc23)C(C)=CC1(C)C,5,3,1715,7,99,3,-15,·,0.4,·,3
CN(C)C(=O)c1c2c(nc3ccccc13)CCCC2,-16,-8,1689,4,117,3,7,·,0.8,-16,-1
O=C(O)CSc1nnc(COc2cccc3cccnc23)n1-c1ccc(Cl)cc1,0,1,1501,-4,105,-6,-5,1.2,-0.5,3,1
# Further entries:
SMILES,STAT3 inh,STAT1 blocker,TR-FRET SRC-2 ct,PPARg SRC1 recr,STAT3 act,PPARg SRC3 recr,TLR4 MyD88 comp,ROMK mod,RAM inhibit,S1P3 antag,PPARg SRC2 recr
COc1ccccc1-n1c(SCC(=O)N2CCOCC2)nc(O)c(Cc2ccccc2)c1=O,6,0,1653,5,97,18,6,0.75,-0.3,-16,12
O=C(NCCCN1CCN(c2cccc(Cl)c2)CC1)C1CCC(=O)N1Cc1ccccc1Cl (stereo unspecified),20,0,1365,-11,88,-12,-7,·,0.7,14,-4
COc1ccc(C(=O)NCc2nnc(SC)n2Cc2ccccc2)cc1,5,-5,1548,0,101,0,15,0.21,0.1,-26,0
Nc1c([N+](=O)[O-])cc(-c2cnc[nH]2)cc1[N+](=O)[O-],8,-5,1449,6,93,9,-12,-0.093,3.9,5,13
COc1ccc(-c2[nH]ncc2CN(Cc2nccn2C)C(C)C)c(F)c1,-1,-5,1219,-4,105,-6,0,-0.26,0.1,-9,-5
CN(/C=C/C(=O)C(F)(F)C(F)(F)F)Cc1ccccc1,-2,-3,1407,-3,107,-8,8,·,0.8,·,-5
Cc1nn(C)cc1CN(C)Cc1ccc(OCC(O)CN2CCCCC2)cc1 (stereo unspecified),3,0,1368,3,108,-3,6,0.68,1.4,2,-1
Cc1ccc(SCC(=O)NN2C(=O)c3ccccc3C2=O)cc1,6,-9,1543,-2,100,-1,12,-0.082,0.2,-6,6
CCOC(=O)c1cc2occc2n1Cc1c(F)cccc1Cl,4,-4,1637,3,96,1,3,0.83,4.4,·,-1
Cc1ccc(Cn2cccc(-c3nc4ccccc4s3)c2=O)cc1,15,-44,1858,3,93,13,-49,·,3.5,·,9
O=C(O)c1cccc(NC2=C(Cl)C(=O)c3ccccc3C2=O)c1,-20,2,1464,2,121,-2,-5,-1.9,4.5,-19,1
O=C(CSC1=NCCS1)N1CCc2ccccc21,-4,-29,1640,3,108,7,8,·,1.4,·,7
COc1cc2[nH]c(=S)nc(NCC3CCCO3)c2cc1OC (stereo unspecified),10,-5,1499,2,96,-7,1,0.041,1.4,-9,-10
CCOC(=O)c1sc(NC(=O)CSc2n[nH]c(-c3ccc(Cl)cc3Cl)n2)c(C#N)c1C,10,5,1622,6,95,13,1,·,6.2,·,4
O=C(CC1Nc2ccccc2NC1=O)NCc1cccnc1 (stereo unspecified),3,3,1556,-1,101,7,-4,0.12,0.1,102*,5
CCOC(=O)CSc1nnc(-c2ccco2)n1-c1ccc(C)cc1,-3,2,1650,14,104,1,1,0.97,-1.5,12,7
Nc1nnc(SCC(=O)NCc2ccc3c(c2)OCO3)s1,-9,9,1389,-7,110,0,13,·,1.4,2,2
CCS(=O)(=O)N1CCCC(C(=O)NCCN2CCC(Cc3ccccc3)CC2)C1 (stereo unspecified),12,1,1476,-6,96,4,-15,-0.7,1.6,-15,-3
Cc1ccc(S(=O)(=O)N2CC=C(c3ccc(F)cc3)CC2)cc1,2,2,1485,9,99,3,4,0.18,7.6,6,3
Cc1ccc(/C=C/C(=O)NCc2ccccn2)o1,2,8,1677,-5,97,9,-18,-0.47,-0.4,1,8
CSc1nnc(-c2ccccc2Cl)n1N,15,6,1453,5,91,6,-9,·,1.7,2,7
Cc1ccc(NC(=O)COC(=O)C2=COCCO2)cc1,0,1,1563,4,107,-2,7,·,1.2,-22,-1
O=C(Nc1ccc(C(=O)O)cc1)/C(=C/c1ccc2c(c1)OCO2)NC(=O)c1cccc(Br)c1,4,5,1483,0,101,4,-2,1.2,8.0,-23,2
COc1cccc(C2=NOC(C(=O)N3CCN(C(=O)c4ccco4)CC3)C2)c1 (stereo unspecified),-6,-4,1514,-2,105,0,-11,·,2.3,-26,1
O=C(CN1CCOCC1)Nc1ccc(NC(=O)CN2CCOCC2)c(Cl)c1,0,-5,1448,-4,103,-1,-3,·,1.8,5,-1
# The results go on.
SMILES,STAT3 inh,STAT1 blocker,TR-FRET SRC-2 ct,PPARg SRC1 recr,STAT3 act,PPARg SRC3 recr,TLR4 MyD88 comp,ROMK mod,RAM inhibit,S1P3 antag,PPARg SRC2 recr
Cc1cc(C)c2nc(-c3cccnc3)cc(C(=O)Nc3ccc(S(=O)(=O)Nc4onc(C)c4C)cc3)c2c1,18,-4,1462,1,93,2,-20,0.68,2.1,4,6
C(=C\CSc1ncn[nH]1)/CSc1ncn[nH]1,7,13,1424,0,98,1,-1,0.0073,1.9,-6,3
CC(=O)N1CCc2cc(Br)cc(S(=O)(=O)N3CCc4ccccc43)c21,0,1,1451,6,111,-3,5,-0.52,4.4,-9,6
COc1ccc(/C=N/Nc2ccccn2)c(OC)c1OC,10,-17,1353,-2,94,5,-2,0.47,1.0,19,-1
CN(c1ccc(C(=O)NCc2ccc3c(c2)OCO3)cc1)S(C)(=O)=O,3,-2,1642,4,101,6,-6,·,1.1,10,6
Cn1c(CN2CCOCC2)c(C#N)c2ccccc21,3,-3,1406,6,100,-3,-3,·,-0.8,-20,-3
O=C(CSc1oc(-c2ccccc2)nc1S(=O)(=O)c1ccc(F)cc1)NCC1CCCO1 (stereo unspecified),8,8,1632,3,96,3,3,·,3.2,·,3
O=C(c1ccc(F)cc1)[C@@H]1[C@@H](C(=O)c2ccccc2)[C@@]2(C(=O)Nc3ccccc32)[C@H]2c3ccccc3C=CN12,-18,6,1560,3,113,2,-14,·,4.2,-3,10
CCOC(=O)C1=C(CN2CCN(C(=O)OCC)CC2)NC(=O)NC1c1ccc2c(c1)OCO2 (stereo unspecified),10,3,1535,-1,101,0,-18,-0.41,-1.0,-10,-7
C(=N\n1cnnc1SCc1ccccc1)/c1ccco1,-9,-5,1480,1,108,0,-15,·,0.1,4,2
O=C(COc1ccc(/C=N/NC(=O)c2cc3ccccc3o2)cc1Br)Nc1ccccc1,-4,-22,3281*,6,108,9,4,·,3.5,·,63*
Cc1nn(C)c(C(=O)Nc2ccn(Cc3c(F)c(F)cc(F)c3F)n2)c1[N+](=O)[O-],6,-4,1771,-3,100,19,7,-0.61,0.6,·,-5
CCOc1ccc(NC(=S)Nc2cc(OC)c(Cl)cc2OC)cc1,4,7,1613,1,96,3,7,-0.3,4.8,-32,11

# Full records from above. Values in the order: STAT3 inh, STAT1 blocker, TR-FRET SRC-2 ct, PPARg SRC1 recr, STAT3 act, PPARg SRC3 recr, TLR4 MyD88 comp, ROMK mod, RAM inhibit, S1P3 antag, PPARg SRC2 recr
# Results for Nc1nnc(SCC(=O)NCc2ccc3c(c2)OCO3)s1 = -9, 9, 1389, -7, 110, 0, 13, ·, 1.4, 2, 2
# Results for Cc1onc(-c2ccccc2)c1C(=O)Nc1nc(-c2ccc(F)c(F)c2)cs1 = 6, -15, 1785, 4, 98, 8, 0, ·, 2.0, -4, 4
# Results for C(=C\CSc1ncn[nH]1)/CSc1ncn[nH]1 = 7, 13, 1424, 0, 98, 1, -1, 0.0073, 1.9, -6, 3
# Results for Cn1c(CN2CCOCC2)c(C#N)c2ccccc21 = 3, -3, 1406, 6, 100, -3, -3, ·, -0.8, -20, -3
